# RXFP1 agonist – RXFP1 (human) receptor agonism | HEK293T-RXFP1 cAMP TR-FRET, 30 min; response scale: percent of porcine relaxin response, buffer zero | Potency, µM (top dose mostly 57.5 µM), for the others: top-dose activation, most hits filed as activators | 370,000 compounds, 0.3% hits; further: potency means the concentration at half of the fitted maximal effect; on the % scale 0 is the no-effect control and ±100 the full control effect; nearly all actives have a fitted effect of over 60% in size; many of its hits are not listed in these tables
#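 Agonist response is measured as cAMP accumulation in an RXFP1-transfected HEK293T line under PDE4 inhibition. Values are scaled between buffer-only and 29 nM porcine relaxin, and EC50s come from standard Hill equation fits.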
# RXFP1 antagonist – antagonists of human relaxin receptor RXFP1. AID 1259400. HEK293-RXFP1, relaxin-stimulated cAMP HTRF, 30 min; active compounds read low. activity change, negative = inhibition, % at 57.5 µM. Q9HBX9. 350,000 compounds, 0.59% hits;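 active means activity change of -60% or lower, but not beyond a set lower limit; inconclusive means change between -60% and -40%, or beyond the set limit; inactive means change above -40%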; further: on the % scale 0 is the no-effect control and ±100 the full control effect
# D1 antag – human D1 dopamine receptor antagonism | P21728 | HEK293 TREx D1 cells, calcium flux, dopamine EC80; active compounds read low | activity change, negative = inhibition, % at 10 µM | 360,000 compounds, 3.2% hits; in the data active means activity change below about -30%; further: on the % scale 0 is the no-effect control and ±100 the full control effect
# Target sequence (P21728 whole entry, looked up): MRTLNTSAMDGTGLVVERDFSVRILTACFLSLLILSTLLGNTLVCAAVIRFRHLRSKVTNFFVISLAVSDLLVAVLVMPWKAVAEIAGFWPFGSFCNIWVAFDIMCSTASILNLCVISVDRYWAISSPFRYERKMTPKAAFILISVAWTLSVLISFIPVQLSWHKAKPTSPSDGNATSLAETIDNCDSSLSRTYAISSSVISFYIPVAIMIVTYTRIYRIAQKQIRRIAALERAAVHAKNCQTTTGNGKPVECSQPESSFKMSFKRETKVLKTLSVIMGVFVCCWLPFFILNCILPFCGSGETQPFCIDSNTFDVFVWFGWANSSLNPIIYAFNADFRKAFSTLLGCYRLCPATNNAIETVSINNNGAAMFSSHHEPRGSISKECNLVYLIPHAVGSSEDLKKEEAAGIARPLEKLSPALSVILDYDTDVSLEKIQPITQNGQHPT
#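 Tetracycline-induced HEK293 Trex D1 cells, force-coupled to calcium, dye-loaded; compounds added and read 180 s, then EC80 dopamine added and calcium flux tracked kinetically another 180 s.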
# TRHR ag – agonists of human TRH receptor; 360,000 compounds, 0.18% hits; activation, % at 2 µM; TRHR cells, calcium flux fluo-8, FDSS agonist mode; AID 493084; P34981; in the data active means activation above about 30%; further: 0% is about no effect
#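 Fluo-8-loaded TRHR cells; 10 s baseline, compound added, kinetic Ca2+ fluorescence read 1/s, agonist mode.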
# TRHR enhancer – allosteric enhancers of human TRH receptor; P34981; TRHR cells, fluo-8 calcium fluorescence, EC20 TRH enhancement; enhancement, % at 2 µM; 360,000 compounds, 0.66% hits; AID 493056; in the data active means enhancement above about 30%; further: 0% is about no effect
#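 TRHR-expressing cells loaded with fluo-8 calcium dye were read kinetically (ex 480/em 530) during compound addition, then stimulated with an EC20 of TRH (10 nM final). Enhancement of the Gq-mediated intracellular calcium response was scored.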
# Apoferritin bind – candidate novel general anesthetic via apoferritin binding; P02791; Potency, µM (series often up to 77.5 µM), for inactives: at the highest dose activity change, negative = displacement, usual class: inhibitors; apoferritin/1-aminoanthracene competitive binding, fluorescence; 350,000 compounds, 0.074% hits; further: potency means the concentration at half of the fitted maximal effect; on the % scale 0 is the no-effect control and ±100 the full control effect; nearly all actives have a fitted effect of over 20% in size
# Target sequence (P02791 2-175 limits assumed): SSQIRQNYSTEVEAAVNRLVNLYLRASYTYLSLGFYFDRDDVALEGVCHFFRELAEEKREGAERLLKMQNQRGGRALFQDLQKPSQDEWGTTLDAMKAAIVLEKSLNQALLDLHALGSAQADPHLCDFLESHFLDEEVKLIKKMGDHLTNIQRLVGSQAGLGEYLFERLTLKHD
#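 Read-out: endpoint 1-AMA fluorescence, excitation 380 nm and emission 535 nm, after compounds sit 10 min at room temperature with 10 uM horse-spleen apoferritin in 50% saturated 1-AMA/PBS. Values come from four-parameter Hill fits.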
# D1 PAM – potentiators of human D1 dopamine receptor; potentiation, % at 10 µM; P21728; 360,000 compounds, 0.036% hits; AID 504651; HEK293 TREx D1 cells, calcium flux, dopamine EC20 potentiation; in the data active means potentiation above about 30%; further: 0% is about no effect
# D1 ag – agonists of human D1 dopamine receptor; AID 504660; HEK293 T-REx D1 cells, calcium flux, agonist mode; 360,000 compounds, 1% hits; P21728; activation, % at 2 µM; in the data active means activation above about 30%; further: 0% is about no effect
#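 Inducible HEK293 T-REx D1 cells, force-coupled to calcium signalling, were plated at 4000 cells/well with tetracycline and held overnight at 30 C. After no-wash calcium dye loading, compound-evoked calcium rise over 180 s flagged agonists.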
# D2 potentiator – positively modulates the human D2 dopamine receptor allosterically; P14416; 340,000 compounds, 0.34% hits; HEK293 T-REx D2, calcium flux, EC20 dopamine potentiation; AID 485347; potentiation, % at 10 µM;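 active means potentiation over 3 SD above the plate norm, cut at about 30% in these data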; further: 0% is about no effect
# Target sequence (P14416 whole entry, looked up): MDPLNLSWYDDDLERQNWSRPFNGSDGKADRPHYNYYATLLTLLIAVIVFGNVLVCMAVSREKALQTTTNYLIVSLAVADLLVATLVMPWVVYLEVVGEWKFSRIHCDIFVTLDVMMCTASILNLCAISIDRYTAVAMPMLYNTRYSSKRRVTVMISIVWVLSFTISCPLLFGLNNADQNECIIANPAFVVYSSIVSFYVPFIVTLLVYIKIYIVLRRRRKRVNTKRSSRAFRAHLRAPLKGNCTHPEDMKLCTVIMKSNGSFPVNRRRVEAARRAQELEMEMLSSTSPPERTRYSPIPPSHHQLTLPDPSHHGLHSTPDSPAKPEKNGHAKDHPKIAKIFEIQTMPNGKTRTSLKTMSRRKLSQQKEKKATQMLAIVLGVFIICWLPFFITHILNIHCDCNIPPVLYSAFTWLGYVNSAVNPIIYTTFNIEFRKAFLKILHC
#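 Calcium flux readout, no-wash dye, 1 read/s. Inducible HEK293 Trex D2 line, overnight 30 C. Compound alone 180 s (agonist flags), then EC20 dopamine, another 180 s to score potentiation.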
# * hit, by the source's call; ? = inconclusive; . = not tested or not shown; [ ] = dose if it differs, or a comment. Unless noted, the call rests on the fitted dose curve; in most records, active means well fitted curve in the direction sought with a large enough effect; inconclusive means small, poorly fitted or top-dose-only effect, or another doubt; inactive means no such curve, though single readings can be large; an effect the other way counts as inactive or inconclusive.
SMILES,RXFP1 agonist,RXFP1 antagonist,D1 antag,TRHR ag,TRHR enhancer,Apoferritin bind,D1 PAM,D1 ag,D2 potentiator
CCC1(C(=O)OC)NC(c2ccco2)C2C(=O)N(c3ccccc3)C(=O)C21 (stereo not given),-1.0%,8,0,0.9,-1,-7%,2,2,5
CCOC(=O)CNC(=O)c1ccc(Br)s1,1.2%,1,7,-1.1,3,-3%,0,1,-12
CCOC(=O)CSCC(=O)Nc1cc(C)ccc1C,1.6%,-1,0,0.1,-5,-10%,0,2,-5
Cc1ccc2oc(C(=O)Nc3cccc(-c4nc5ccccc5s4)c3)c(C)c2c1,10%,.,-9,-1.3,22,-8%,2,4,12
Cc1nc2ccn(Cc3ccccc3)c(=O)c2cc1C(=O)NCc1ccccc1F,4.5%,.,16,-0.6,-2,?,-3,6,13
CCN(Cc1ccccc1)c1ccc(/C=N/NS(=O)(=O)c2ccc(C)c([N+](=O)[O-])c2)cc1,0.0%,26,-5,0.2,2,?,0,1,-7
CCN(CC)CCn1c2c(c(SCC(=O)Nc3cc(OC)cc(OC)c3)nc1=O)CCC2,-1.5%,-8,5,-1.2,-1,.,0,2,11
CCN(c1ccccc1)S(=O)(=O)c1ccc(NN)nc1,2.4%,8,0,-1.8,7,.,-1,2,.
O=C(CNCC1CCCCC1)Nc1ccc(N2CCCCC2)cc1,0.4%,.,0,1.0,-4,?,-1,14,-4
Cc1cc(N(C)/N=C/c2ccccc2O)nc(-c2ccccc2O)n1,-0.4%,-11,0,0.2,-4,-13%,-8,6,-1
O=C(NCc1ccccc1)NC1CC2CCC(C1)N2Cc1ccco1 (stereo not given),0.5%,-7,-5,1.2,-1,-2%,-5,6,-4
COc1ccc(-c2nc(-c3cccnc3)no2)cc1,-0.4%,4,12,-0.2,9,-5%,2,2,-2
COc1ccccc1-n1nc(-c2ccccc2)c2cnc3c(F)cc(F)cc3c21,0.0%,.,30,-0.8,-4,47%[activator],2,0,5
CCC/C(=N\NC(=O)C1CC1)c1ccc(Br)cc1,1.0%,2,33,-0.8,2,-4%,-1,-1,.
COc1ccc(N=Cc2c(O)cc(C)oc2=O)cc1,-1.9%,0,-13,-0.1,1,-1%,3,2,10
CCOC(=O)CSc1nnc(-c2cccnc2)o1,-0.1%,-7,-1,0.8,5,-3%,0,0,11
COc1cccc(CNS(=O)(=O)c2c(C(=O)N3CCCC3)c(C)n(C)c2C)c1,-0.1%,-4,-12,-0.1,-5,-4%,-1,1,1
CC(=O)N1CC(C)Oc2ccc(S(=O)(=O)NC(CC(=O)O)c3ccccc3)cc21 (stereo not given),3.0%,7,-22,0.5,44*,-3%,-12,4,14
Cc1ccc(S(=O)(=O)N(CC(O)CN2C(=O)NC(C)(C)C2=O)c2ccccc2)cc1 (stereo not given),0.2%,7,7,0.1,-4,-9%,-2,1,-7
COc1ccccc1-c1cc2nc(C)cc(C)n2n1,5.1%,3,9,-0.8,9,-6%,-6,5,-3
CC(C)(C)NC(=O)c1cccc2c1-c1ccccc1C2=O,-1.8%,11,7,0.0,10,-4%,3,0,5
Cc1ccc(C(=O)Nc2cc(C)c(OCC(=O)N3CCOCC3)c(C)c2)cc1,-0.8%,1,16,-0.1,9,-8%,11,-2,2
C=CCN(CC=C)C(=S)NC(=O)/C=C/c1ccccc1,0.0%,9,-14,0.7,-1,-11%,-5,3,-8
Cc1ccc(N2CC(NC(=O)c3ccco3)CC2=O)cc1C (stereo not given),1.0%,9,.,0.7,4,5%,-1,1,2

# Single records (already shown). Order of screens: RXFP1 agonist, RXFP1 antagonist, D1 antag, TRHR ag, TRHR enhancer, Apoferritin bind, D1 PAM, D1 ag, D2 potentiator
# Results for Cc1ccc(N2CC(NC(=O)c3ccco3)CC2=O)cc1C (stereo not given) → 1.0%, 9, ., 0.7, 4, 5%, -1, 1, 2
# Results for CC(C)(C)NC(=O)c1cccc2c1-c1ccccc1C2=O → -1.8%, 11, 7, 0.0, 10, -4%, 3, 0, 5

# Later entries.
SMILES,RXFP1 agonist,RXFP1 antagonist,D1 antag,TRHR ag,TRHR enhancer,Apoferritin bind,D1 PAM,D1 ag,D2 potentiator
COc1ccc(CN(C)CC(=O)N2CCc3ccccc3C2)cc1,-0.6%,-5,-7,-0.4,-1,-14%,2,5,-5
CC1CCN(C(=S)NC2CCCCC2)CC1,0.1%,-6,10,-0.1,-3,-3%,-1,1,-2
NC(=O)c1ccc(-c2noc(-c3cccc(Cl)c3)n2)cc1,-0.2%,.,.,-0.2,8,.,-5,1,-3
COCC(=O)Nc1cc(OC)ccc1OC,-0.3%,-3,-1,0.3,3,6%,4,0,4
Cn1cc(CN2CCCCC2CO)c(-c2ccc(Oc3ccccc3)cc2)n1 (stereo not given),-0.5%,-11,-1,0.8,-4,-11%,-6,7,5
CCOc1ccc(-n2nnnc2-c2nc3ccccc3s2)cc1,24%,16,5,-0.6,0,7%,3,0,3
COC(=O)C(C(=O)OC)c1ccc(N)cc1,0.6%,-12,4,1.1,-1,2%,-2,4,6
CN(c1ccc(C(=O)NCc2ccncc2)cc1)S(C)(=O)=O,-0.4%,8,-1,0.4,-3,4%,4,5,-2
Cc1ccc(OCCCNC2CCCC2)cc1,0.1%,10,10,1.8,2,4%,-5,6,-17
O=C(Nc1ccc(S(=O)(=O)N2CCCCC2)cc1)C1CC(=O)N(Cc2ccccc2)C1 (stereo not given),-0.8%,-23,-17,0.1,26,.,-2,4,-10
O=[N+]([O-])c1cccc(N/N=C/c2cc([N+](=O)[O-])ccc2O)c1,-0.2%,-18,-8,1.1,3,-20%,-3,6,.
O=[N+]([O-])c1ccc2c3n([n+]([O-])c2c1)CCN=C3c1ccc(Cl)cc1,-1.7%,.,7,0.1,-1,.,-1,0,13
O=C(c1sc2cccc(Cl)c2c1Cl)N1CCN(CCc2ccccn2)CC1,4.4%,-32,19,-0.5,-5,-12%,-1,2,-30
COc1ccc(N(CC(=O)NC2CC2)S(=O)(=O)c2ccccc2)cc1,-1.7%,15,6,-0.1,3,-3%,1,3,-3
CCc1c(C2(O)CCCCC2)[nH]c2ccc(C(F)(F)F)cc12,-1.9%,.,-11,5.6,-4,?,-2,8,-3
CC1CCCCC1n1c(=S)[nH]c2ccccc2c1=O (stereo not given),-0.1%,-10,27,-0.7,5,?,-3,19,-2
CCN1CCN(CCCNC(=O)c2ccc(NC(=O)C3=CSCCO3)cc2)CC1,-0.4%,2,-4,0.7,-2,-2%,0,4,-3
CCOc1ccc(C2=CS/C(=C(\C#N)c3nnc4n3CCCCC4)N2CC)cc1,0.3%,?,-5,-2.8,-1,1%,-1,0,.
CC(C)OCCCNC(=O)Cn1ncc2c(=O)oc3ccccc3c21,0.2%,-4,-4,0.3,2,-9%,2,5,-1
Cc1nc2ccccn2c1C(=O)CSc1ccc(Cl)cc1Cl,1.4%,2,-12,0.4,4,-13%,2,5,8
O=C1CCC/C(=N\NC(=O)NC2CCCCC2)C1,-1.6%,-13,.,0.9,-2,-2%,-2,1,3
COC(=O)c1ccc(OC(=O)c2ccccc2F)cc1,-0.4%,.,0,-0.5,-4,-7%,3,5,2
CCOc1c2ccc(C(=O)NCc3ccc(OC)cc3)cc2nn1CCOC,3.0%,.,3,0.5,3,3%,4,1,4
CC1C/C(=N/Nc2nc3ccccc3[nH]2)CC(C)(C)C1 (stereo not given),0.8%,2,-17,-1.5,-2,-2%,-5,8,3
Cn1cc(C(=O)N/N=C/c2ccc3c(c2)OCO3)c2ccccc21,1.7%,-4,3,-2.0,1,-13%,-2,2,-4
O=C(COC(=O)c1ccc2c(c1Cl)C(=O)c1ccccc1C2=O)NC1CC1,9.7%,-13,0,-0.2,-7,-6%,-1,1,-3
CCC(C(=O)NC1CCN(C)CC1)c1ccccc1 (stereo not given),-0.2%,-3,1,1.0,-3,-3%,-6,3,12
Cc1ccc(C2(c3ccccc3)NC(=O)N(CC(=O)NCc3ccco3)C2=O)cc1C (stereo not given),0.1%,5,12,-0.8,14,.,4,2,.
CCOC(=O)N1CCN(S(=O)(=O)c2c(C(=O)N3CCCCC3)c(C)n(C)c2C)CC1,-1.4%,4,-2,0.5,0,-6%,0,1,-9
O=C(CN1CCN(Cc2ccc3c(c2)OCO3)CC1)N1CCc2[nH]c3ccc(F)cc3c2C1,1.2%,-3,-27,0.1,-1,1%,-1,34*,-22
COc1ccc(C/C(C)=N/NC(=O)c2cc(C)oc2C)cc1,0.3%,20,-27,0.0,11,-7%,3,2,-9
O=C(Nc1ccc2c(c1)OCCO2)C1CCCN(S(=O)(=O)c2cccc3nsnc23)C1 (stereo not given),-0.7%,-3,-36*,-0.5,19,-16%,38*,0,-9
O=C(Nc1nc(-c2ccccn2)cs1)c1ccco1,7.2%,0,5,-0.5,1,-4%,-4,2,-6

# Compounds listed so far containing an aryl methoxy group:
SMILES,RXFP1 agonist,RXFP1 antagonist,D1 antag,TRHR ag,TRHR enhancer,Apoferritin bind,D1 PAM,D1 ag,D2 potentiator
CCN(CC)CCn1c2c(c(SCC(=O)Nc3cc(OC)cc(OC)c3)nc1=O)CCC2,-1.5%,-8,5,-1.2,-1,.,0,2,11
COc1ccc(-c2nc(-c3cccnc3)no2)cc1,-0.4%,4,12,-0.2,9,-5%,2,2,-2
COc1ccccc1-n1nc(-c2ccccc2)c2cnc3c(F)cc(F)cc3c21,0.0%,.,30,-0.8,-4,47%[activator],2,0,5
COc1ccc(N=Cc2c(O)cc(C)oc2=O)cc1,-1.9%,0,-13,-0.1,1,-1%,3,2,10
COc1cccc(CNS(=O)(=O)c2c(C(=O)N3CCCC3)c(C)n(C)c2C)c1,-0.1%,-4,-12,-0.1,-5,-4%,-1,1,1
COc1ccccc1-c1cc2nc(C)cc(C)n2n1,5.1%,3,9,-0.8,9,-6%,-6,5,-3
COc1ccc(CN(C)CC(=O)N2CCc3ccccc3C2)cc1,-0.6%,-5,-7,-0.4,-1,-14%,2,5,-5
COCC(=O)Nc1cc(OC)ccc1OC,-0.3%,-3,-1,0.3,3,6%,4,0,4
COc1ccc(N(CC(=O)NC2CC2)S(=O)(=O)c2ccccc2)cc1,-1.7%,15,6,-0.1,3,-3%,1,3,-3
CCOc1c2ccc(C(=O)NCc3ccc(OC)cc3)cc2nn1CCOC,3.0%,.,3,0.5,3,3%,4,1,4
COc1ccc(C/C(C)=N/NC(=O)c2cc(C)oc2C)cc1,0.3%,20,-27,0.0,11,-7%,3,2,-9

# Screening data (PubChem BioAssay)

# Some of the compounds tested; rates above refer to the full screens.
